# CRE Fsk mod: alters forskolin-stimulated CRE reporter signaling in CHO cells; 71,000 tested, 2.5% active; CHO CRE-bla reporter (cAMP response element driving beta-lactamase), forskolin EC10, beta-lactamase ratio; Potency, µM (highest dose often 38.2 µM), for the others: at the top dose activity change, negative = inhibition, actives largely listed as activators; active = well fitted activation curve with a large enough effect in the signal ratio, with a control signal flat, not every such curve was filed as active; inconclusive = small, poorly fitted or top-dose-only effect, or effect the other way, or a change in a side signal; the % refers to the signal ratio; also: potency is read from the fitted curve at half-maximal effect; % of control where 0% means no effect
#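 CRE-bla CHO reporter cells treated with compound titration plus EC10 NKH 477 (water-soluble forskolin), incubated 3 h at 37 °C; CCF4 loading 2 h at room temperature, 460/530 nm emission ratio read, AC50 values derived for positive or negative modulators.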
# Tau filament bind: binders of human tau filaments | P10636 | recombinant tau filaments, thioflavin S fluorescence, 15 h; filaments grown with octadecylsulfate alongside compound | Potency, µM (highest dose often 57.1 µM), inactives show at the top dose activity change, negative = inhibition | 71,000 tested, 2% active | AID 596;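 also: potency is read from the fitted curve at half-maximal effect; % is scaled to controls: 0 for no effect and ±100 for the full control effect; actives lower thioflavin S fluorescence by blocking filaments or displacing dye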
# Target sequence (P10636 whole entry, looked up): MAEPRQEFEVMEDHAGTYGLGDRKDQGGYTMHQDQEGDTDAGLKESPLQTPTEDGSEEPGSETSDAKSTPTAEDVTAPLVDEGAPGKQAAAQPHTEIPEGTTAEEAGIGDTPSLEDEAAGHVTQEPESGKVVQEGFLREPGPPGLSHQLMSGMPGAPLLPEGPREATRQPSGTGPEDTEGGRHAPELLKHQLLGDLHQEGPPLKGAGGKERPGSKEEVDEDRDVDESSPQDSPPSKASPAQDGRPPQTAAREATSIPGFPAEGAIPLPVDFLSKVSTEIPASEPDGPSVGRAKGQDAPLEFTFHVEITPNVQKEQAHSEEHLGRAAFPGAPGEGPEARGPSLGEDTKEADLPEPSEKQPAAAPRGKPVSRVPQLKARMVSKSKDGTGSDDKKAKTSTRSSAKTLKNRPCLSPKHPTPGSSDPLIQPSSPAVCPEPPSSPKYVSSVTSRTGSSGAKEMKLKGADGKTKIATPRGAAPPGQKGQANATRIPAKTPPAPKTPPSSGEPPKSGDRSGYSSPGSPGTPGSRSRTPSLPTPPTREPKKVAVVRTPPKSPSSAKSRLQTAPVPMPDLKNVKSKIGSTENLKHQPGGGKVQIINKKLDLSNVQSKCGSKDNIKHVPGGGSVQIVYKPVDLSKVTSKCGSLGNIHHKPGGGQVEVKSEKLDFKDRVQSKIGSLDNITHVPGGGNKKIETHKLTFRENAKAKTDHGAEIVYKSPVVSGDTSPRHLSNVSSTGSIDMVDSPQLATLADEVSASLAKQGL
#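 Quantitative HTS: thioflavine S signal from ODS-induced tau filaments, excited at 450 nm, emission 510 nm. Conditions: 1 uM tau, 30 uM ODS, 15 h at 37 C, pH 7.4.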
# DNA Pol III inh: blocks replication by bacterial DNA polymerase III holoenzyme. 71,000 tested, 0.25% active. reconstituted DNA polymerase III holoenzyme replication, biochemical. AID 603. Potency, µM (titrated, usually from 57.1 µM), for inactives: top-dose activity change, negative = inhibition; also: potency is read from the fitted curve at half-maximal effect; % is scaled to controls: 0 for no effect and ±100 for the full control effect
#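 Reconstituted *E. coli* holoenzyme (0.35 nM Pol III, 1 nM beta, 154 nM SSB, 2 nM primase) was preincubated with compound for 15 min at RT. Synthesis on 1.4 nM ssM13Gori ran 35 min, then was stopped with PicoGreen/EDTA and read as dsDNA fluorescence.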
# HBB splicing: modulators of hemoglobin beta chain splicing; HBB splicing reporter cell assay, activation; EGFP reporter with mutant IVS2-654 intron; response scale: normalised to 500 nM splice-correcting PNA; Potency, µM (doses to about 46.1 µM), inactives show at the highest dose activation, usual class: activators; 65,000 tested, 0.06% active; also: potency is read from the fitted curve at half-maximal effect; 0% is about no effect
#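 HeLa cells stably expressing EGFP interrupted by mutant beta-globin intron 2 (IVS2-654), 500/well in 2% FCS. Treated with compound for 2 days at 37C. Splicing correction scored as total well GFP intensity (488 nm excitation, 500-520 nm emission); 500 nM antisense PNA served as control.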
# HADH2 inh: inhibitors of human HADH2 dehydrogenase | Q99714 | recombinant HADH2, NADH fluorescence, beta-hydroxybutyryl-CoA | Potency, µM (titrated, usually from 57.1 µM), for inactives: at the highest dose activity change, negative = inhibition, most hits filed as inhibitors | 73,000 tested, 3.4% active; also: potency is read from the fitted curve at half-maximal effect; % is scaled to controls: 0 for no effect and ±100 for the full control effect; nearly all actives have a fitted effect of over 60% in size; many of its hits are not listed in these tables
# Target sequence (Q99714 whole entry, looked up, one chain of several): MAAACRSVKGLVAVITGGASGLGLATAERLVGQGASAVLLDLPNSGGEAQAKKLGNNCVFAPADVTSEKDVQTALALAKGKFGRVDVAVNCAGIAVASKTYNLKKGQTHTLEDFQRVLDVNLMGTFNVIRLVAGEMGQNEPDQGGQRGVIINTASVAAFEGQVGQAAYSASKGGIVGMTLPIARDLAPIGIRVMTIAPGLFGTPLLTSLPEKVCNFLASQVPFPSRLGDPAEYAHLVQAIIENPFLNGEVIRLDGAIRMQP
#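 His-tagged recombinant enzyme from E. coli, 20 nM, preincubated 15 min RT with compound; reaction started with 1 mM NAD+ and 90 uM beta-hydroxybutyryl-CoA in 100 mM Tris-HCl pH 9.0. NADH fluorescence (ex 360/em 450) read over 4 min; last-minus-first difference.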
# UbGFP stabilizer: proteasome inhibitors stabilizing ubiquitin-GFP reporter; 67,000 tested, under 10 active; Potency, µM (series often up to 45.9 µM), for the others: at the top dose activation (GFP accumulation), actives largely listed as activators; AID 526; Ubiquitin-GFP reporter cells, proteasome inhibition, GFP fluorescence; response scale: untreated = 0%, 10 µM MG-132 = 100%; active = well fitted activation curve with a large enough effect, not every such curve was filed as active; inconclusive = small, poorly fitted or top-dose-only effect, or another doubt; inactive = no such curve, though single readings can be large or run the other way; also: potency is read from the fitted curve at half-maximal effect
#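 Proteasome block read as GFP accumulation: ubiquitin(G76V)-GFP U2OS cells exposed to compound (2.9 nM–46 uM) for 4 hr at 37 C. Normalization used untreated cells as 0% and 10 uM MG-132 as 100%; concentration-response curves fitted.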
# Hsp90 Hop PPI: changes Hsp90-Hop TPR2A binding signal, up or down; AlphaScreen TPR2A-His6 binding biotin-Hsp90 C-terminal peptide; Potency, µM (titrated, usually from 57 µM), for inactives: top-dose activity change, negative = inhibition; 71,000 tested, 0.44% active; AID 595; active = well fitted curve in either direction with a large enough effect; inconclusive = small, poorly fitted or top-dose-only effect, or another doubt; also: potency is read from the fitted curve at half-maximal effect; % is scaled to controls: 0 for no effect and ±100 for the full control effect; many of its hits are not listed in these tables
# ALOX15 inhib: 15-hLO (ALOX15) enzyme inhibition; P16050; purified 15hLO-1, xylenol orange hydroperoxide absorbance; Potency, µM (top dose mostly 57.1 µM), inactives show at the top dose activity change, negative = inhibition, usual class: inhibitors; 74,000 tested, 1.4% active; AID 887; also: potency is read from the fitted curve at half-maximal effect; % is scaled to controls: 0 for no effect and ±100 for the full control effect; nearly all actives have a fitted effect of over 55% in size
#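 Quantitative HTS in 25 mM Hepes pH 7.5 containing 0.01% Triton X-100: human 15hLO-1 at 40 nM, arachidonic acid at 50 uM, 6 min turnover. Product quantified via ferrous oxidation/xylenol orange, 573:405 nm absorbance ratio.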
# Epigenetic mod: epigenetic GFP locus derepression in mouse cells. mouse C127i GFP locus derepression, cytometry, 30 h. Potency, µM (doses to about 46.1 µM), for the others: at the top dose GFP derepression (activation). 68,000 tested, 0.09% active. AID 597; also: % of control where 0% means no effect
#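 Read-out is the number of GFP-positive cells, scored as fluorescent objects 20 to 120 um wide, reflecting derepression of a silenced CMV-GFP reporter in murine C127i cells after 30 h compound exposure at 37 C.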
# Luciferase inh: blocks Photinus pyralis firefly luciferase activity; P08659; purified firefly luciferase, luminescence, 8 min; Potency, µM (series often up to 57.1 µM), without a hit: top-dose activity change, negative = inhibition, usual class: inhibitors; AID 411; 72,000 tested, 2.2% active; also: potency is read from the fitted curve at half-maximal effect; % is scaled to controls: 0 for no effect and ±100 for the full control effect; nearly all actives have a fitted effect of over 40% in size
#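 qHTS concentration-response profiling: light output of P. pyralis luciferase with luciferin and 10 uM ATP, imidazole buffer pH 7.2. Read by luminescence after 8-min room-temperature incubation.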
# ERK AVP block: blocks ERK signaling stimulated by vasopressin; HEK293-V1b, vasopressin-stimulated pERK AlphaScreen; Potency, µM (series often up to 57.5 µM), inactives show at the top dose activity, negative = inhibition, usual class: inhibitors; 72,000 tested, 0.99% active; also: potency is read from the fitted curve at half-maximal effect; % is scaled to controls: 0 for no effect and ±100 for the full control effect; nearly all actives have a fitted effect of over 55% in size
#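 Phosphorylated ERK1/2 detected via AlphaScreen bead proximity in lysates of V1b-expressing HEK293 cells given 25 nM vasopressin for 5 min after 30 min compound exposure (37 °C). AC50 from Hill equation; basal DMSO 0%, vasopressin 100%.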
# * marks the source's active call; other numbers are inactive results; ? = inconclusive; · = no result given; [ ] = remark or other dose. Unless noted, calls follow the shape of the dose curve; as a rule, active = well fitted curve in the direction sought with a large enough effect; inconclusive = small, poorly fitted or top-dose-only effect, or another doubt; inactive = no such curve, though single readings can be large; an effect the other way counts as inactive or inconclusive.
SMILES,CRE Fsk mod,Tau filament bind,DNA Pol III inh,HBB splicing,HADH2 inh,UbGFP stabilizer,Hsp90 Hop PPI,ALOX15 inhib,Epigenetic mod,Luciferase inh,ERK AVP block
CCCS(=O)(=O)N1CCCC(C(=O)NCCCN2CCN(c3cccc(Cl)c3)CC2)C1 (centres undefined),-7%,11%,-4%,-0.6%,0%,6%,-4%,3%,2%,2%,10%
O=C(O)c1ccc(NS(=O)(=O)c2cccc3nsnc23)cc1,1%,1%,-9%,·,-2%,8%,1%,11%,-3%,2%,9%
COc1ccc(OC)c(S(=O)(=O)NCc2csc(-c3ccccc3)n2)c1,-7%,-12%,0%,-1.1%,1%,3%,-6%,-5%,2%,0%,-1%
COc1ccc(C(=O)NCC(=O)OC2CCCCC2=O)cc1 (centres undefined),?,-4%,2%,0.7%,8%,-2%,0%,18%,0%,0%,3%
CCOC(=O)N1CCN(S(=O)(=O)c2ccc3[nH]cc(C(=O)O)c(=O)c3c2)CC1,2%,2%,0%,0.4%,?,1%,-2%,3%,4%,1%,12%
O=C(Cn1cnc2c(nnn2Cc2ccccc2)c1=O)NCC1CCCO1 (centres undefined),-1%,-12%,0%,0.2%,-2%,-6%,-2%,3%,·,1%,·
Cc1noc(C)c1C(=O)N1CCC2(CCCN(c3ccccc3)C2)CC1,-8%,171%,-1%,1.9%,4%,-4%,-9%,-12%,-2%[9.22 µM],1%[11.4 µM],-11%
c1coc(-c2nc3ccccc3nc2-c2ccco2)c1,13µM*,13µM*,25µM*,-1.2%,7.9µM*,-12%,-8%,25µM*,-1%,-14%,-6%
CN(Cc1ccco1)c1ccnc(-c2cccc(NS(C)(=O)=O)c2)n1,?,13%,-4%,0.2%,10%,-2%,-6%,-5%,-1%[9.22 µM],-3%[2.29 µM],-13%
COc1cccc(-n2c(=O)[nH]cc(C(=O)Nc3ccc4c(c3)OCCO4)c2=O)c1,17%,-7%,-4%,2.1%,-8%,-15%,-6%,3%,·,-7%,·
COc1ccccc1N1CCN(CCN2C(=O)c3ccccc3C(C)(C)C2=O)CC1,?,?,-5%,·,6%,-1%,1%,-17%[25.6 µM],-1%,0%,-25%
CCC(C)NC(=O)C1CCN(S(=O)(=O)c2cccc3cccnc23)CC1 (centres undefined),-5%,-4%,0%,-1.1%,10%,-10%,-2%,-8%,3%,-8%,-23%
O=C(COC(=O)c1cccnc1)c1ccc(Cl)cc1,-5%,?,-1%,-1.3%,8%,2%,-4%,1%,-3%,16µM*,-1%
COc1cc2cc(CN(CCCO)S(=O)(=O)c3ccccc3Cl)c(=O)[nH]c2cc1OC,15%,19%,-8%,-0.1%[57.5 µM],34%[activator],-1%,-1%,6%,-2%,2%,-17%
CCCCOc1ccc(-c2ncc(Cl)cn2)cc1,?,15%[11.4 µM],4%[11.4 µM],-1.0%[0.0738 µM],-2%[11.4 µM],-1%[9.17 µM],4%[11 µM],1%[11.4 µM],0%,-11%,19%
O=C(NC1CCCCC1)C1CCCN1S(=O)(=O)c1cccc2nsnc12 (centres undefined),21%,1%,-6%,-0.9%,2%,13%,-6%,5%,0%,2%,9%
O=C(c1ccc(Cn2cc(Br)cn2)cc1)N1CCN(c2ccccc2)CC1,-9%,1%,-1%,-2.1%,13%,2%,-3%,-7%,0%,1%,3%
N#CCCCSc1nnc(-c2ccccn2)o1,2%,-13%,2%,0.7%[57.5 µM],-17%,0%,-2%,-21%,0%,-8%,8%
NS(=O)(=O)c1ccc(NS(=O)(=O)c2cccs2)cc1,4%,2%,-10%,0.2%,-1%,-2%,-2%,5%,0%,2%,0%
COC(=O)c1ccc(OC)c(CSc2nnc(COc3cccc(C)c3)o2)c1,13%,6%,8%,0.3%[57.5 µM],-2%,1%,?,-5%,-2%,-7%,33%[activator]
BrC(Br)C(Br)Br,-6%,11%,-2%,-0.4%,-9%,·,-4%,-4%,·,·,-7%
COC(=O)c1ccc(-n2nnnc2SCC(=O)NCc2cccc(C(=O)O)c2)cc1,2%,-6%,1%,-3.0%[0.369 µM],1%,1%,1%,1%,2%,2%,-2%
Cn1c(CNC(=O)Nc2ccccc2)nnc1SCc1ccccc1,-5%,2%,-3%,·,11%,2%,0%,6%,0%,-2%,11%
CCc1cc(=O)oc2cc(C)c3c(C)coc3c12,?,6%,-7%,-1.0%,9%,0%,0%,3%,6%,1%,-20%
Fc1cc2nc(-c3ccncc3)[nH]c2cc1F,?,1%,-10%,0.7%[57.5 µM],25µM*,5%,-1%,-3%,-2%,-17%,2%
CC1CC(=O)c2cnc(Nc3cccc(C(F)(F)F)c3)nc2C1 (centres undefined),10%,14%,-9%,-2.6%[1.84 µM],7%,-3%,1%,-7%,-2%,0%,2%
CCOC(=O)c1ccccc1N1C(=O)CSC1=S,?,-12%[11.4 µM],-4%[11.4 µM],-3.2%[0.0738 µM],?,?,?,-20%[11.4 µM],2%,2%,?
CCCN1CN(Cc2ccco2)c2nc3ccccc3n2C1,?,-11%,-15%,1.3%,15%,-5%,-7%,7%,3%,-30%,-13%
O=C1CCCC2=C1C(c1ccc3c(c1)OCO3)c1c([nH]n(-c3ccccc3)c1=O)N2 (centres undefined),0%,195%,-13%,0.9%[0.369 µM],?,·,-3%,-7%,2%,-1%,-16%
O=C(NCCc1ccccc1)c1ccc(=O)oc1,-2%,-1%,3%,-2.6%[57.5 µM],-11%,-3%,?,6%,0%,1%,45%
Cc1nc(N2CCOCC2)c2nc(-c3ccccc3)n(CCCN(C)C)c2n1,5%,24%,-1%,-0.6%,?,-2%,-1%,2%,·,·,-1%
Cc1ccc(S(=O)(=O)N2CCCC2C(=O)OCC(=O)Nc2ccc3c(c2)OCO3)cc1 (centres undefined),-8%,-10%,2%,-0.1%[57.5 µM],-1%,5%,-3%,-1%,-1%,1%,4%
Br/C(=N\Nc1nn[nH]n1)c1ccncc1,7%[7.6 µM],-2%[11.4 µM],-11%[11.4 µM],-0.3%[9.22 µM],1%[11.4 µM],-2%[9.17 µM],4%[11 µM],0%[11.4 µM],0%[9.22 µM],-4%[11.4 µM],-1%[11.5 µM]
COc1ccccc1NC(=O)CCN1CCCCCC1,-5%,-2%,-7%,·,-1%,9%,-2%,7%,-2%,6%,-14%
CCN(C(=O)c1ccc(C(C)(C)C)cc1)c1nnc(Cn2nnc3ccccc32)s1,-10%,17%,?,0.0%[57.5 µM],11%,-4%,3%,?,0%,3%,?
COC(=O)/C=c1\sc2ncnn2c1=O,6%,-2%,1%,-0.6%[57.5 µM],?,4%,0%,4%,3%,-1%,13%
O=c1cnc2cnc(Oc3ccccc3)nc2n1CCc1ccccc1,?,-3%,-9%,0.1%,5%,6%,-7%,-5%,11%[9.22 µM],1%[11.4 µM],-11%
Cc1cc(=O)n2c(-c3ccccc3C)n[nH]c2n1,-5%,-9%,0%,1.6%,-15%,4%,0%,18%,0%,-29%,3%
COc1ccc(C(=O)Nc2cccc(OC)c2)cc1,7%,3%,-3%,0.5%,-1%,16%,-5%,4%,2%,7.9µM*,-15%
Cn1c(CSCc2ccc(F)cc2)nnc1SCC(=O)Nc1nccs1,-15%,9%,-3%,4.4%,3%,5%,-7%,-3%,6%,1%,?
Cc1ccc(S(=O)(=O)N2CC(=NO)C2)cc1,4%,-1%,-12%,3.0%,2%,-2%,-2%,1%,-1%,2%,8%

# Results in HBB splicing and UbGFP stabilizer, for some of the entries so far:
molecule,HBB splicing,UbGFP stabilizer
Br/C(=N\Nc1nn[nH]n1)c1ccncc1,-0.3%[9.22 µM],-2%[9.17 µM]
COc1ccccc1NC(=O)CCN1CCCCCC1,·,9%

# A portion of the library, so the mix of outcomes need not match the whole.
